# DAX1 inh-1 – DAX1 (NR0B1) inhibitors on StAR promoter, primary screen, cell-based, luminescence, SF-1 (NR5A1), full-length DAX-1; HEK293T StAR-luciferase reporter, SF-1/DAX-1 repression relief; inhibition, % at 6.8 µM; actives 1.1% (n = 370,000); AID 652010, 2013;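 active means inhibition above the mean over all tested compounds plus 3 SD, cut at about 3.6% in these data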;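 further: 0% = DAX-1 cells with DMSO and 100% = cells lacking DAX-1 with DMSO; higher inhibition means more luminescence from relief of DAX-1 repression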
# GC-A act – GC-A stimulated cGMP production enhancers – HEK293 GC-A cells, cGMP TR-FRET, EC30 ANP, primary screen | Atrial natriuretic peptide receptor 1 (Homo sapiens), P16066 | 0% at EC30 ANP, 100% saturating ANP | activation, % at 10 µM | actives 0.14% (n = 370,000); in the data active means activation above about 40%
# hcDAF12 agonist – H. contortus DAF-12 nuclear receptor activators, primary screen, cell-based, luminescence, HEK293, lit1-tk-luc reporter | HEK293 hcDAF-12 lit1-tk-luc reporter; 0% DMSO, 100% Δ7-dafachronic acid | activation, % at 6.8 µM | actives 1.4% (n = 370,000);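 active means activation above the mean of all tested compounds plus 3 SD, cut at about 5.5% in these data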;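 further: 100% = response to 3 µM Δ7-dafachronic acid high control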
# SMARCA2 act – SMARCA2 (BRM) function activators, primary screen, cell-based, luminescence, high throughput; MG213 cells, MMTV-luciferase reporter, dexamethasone, overnight; actives 1% (n = 370,000); activation, % at 9.1 µM; AID 652017, 2013; in the data active means activation above about 7.8%;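 further: 0% = vehicle wells and 100% = reference activator wells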
# hgDAF-12 ag – H. glycines DAF-12 receptor agonists, primary screen, cell-based, luminescence, HEK293, GAL4 fusion, UAS-luciferase. Nuclear hormone receptor DAF-12 (Heterodera glycines), GAL4 fusion. HEK293 GAL4-hgDAF12 UAS-luciferase reporter, agonist luminescence; normalized to butyrate control. activation, % at 6.8 µM. actives 1.8% (n = 370,000). AID 687014, 2013;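 active means activation above a cutoff set at the mean of all screened compounds plus 3 SD, cut at about 10% in these data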;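 further: 0% = DMSO wells and 100% = sodium butyrate wells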
# ssDAF-12 act – S. stercoralis DAF-12 nuclear receptor activators, primary screen, cell-based, luminescence, HEK293, GRIP1 co-expression, lit1-tk-luc. AID 652126, 2013. actives 1% (n = 370,000). HEK293 ssDAF-12/GRIP1 lit1-tk-luc reporter; % of 3 µM dafachronic acid response. Nuclear hormone receptor DAF-12 (Strongyloides stercoralis). activation, % at 6.8 µM;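 active means activation above the mean over all tested compounds plus 3 SD, cut at about 0.9% in these data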;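 further: 0% = DMSO-only wells and 100% = 3 µM delta7-dafachronic acid wells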
# GC-B act – human GC-B receptor activators, primary screen, HEK293 GC-B cells, cGMP TR-FRET, EC30 CNP. Atrial natriuretic peptide receptor 2 (Homo sapiens), P20594. 0% at EC30 CNP, 100% saturating CNP. activation, % at 10 µM. actives 0.11% (n = 370,000). AID 1920062, 2024;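 active means activation at 10 µM reaching about 35% in either raw or pattern-adjusted values, limit read from the data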
# sPLA2-III inh – human group III sPLA2 inhibitors, primary screen, biochemical, QFRET, BODIPY PC-A2 liposome substrate | Group 3 secretory phospholipase A2 (Homo sapiens), Q9NZ20 | inhibition, % at 12.2 µM | QFRET BODIPY PC-A2 liposome hydrolysis, fluorescence | actives 0.56% (n = 370,000);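 active means inhibition above mean plus 3 SD of compounds lying within the high and low control bounds, cut at about 19% in these data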;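 further: 0% = median of test compound wells and 100% = no enzyme DMSO wells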
# Target sequence (Q9NZ20 whole entry, looked up): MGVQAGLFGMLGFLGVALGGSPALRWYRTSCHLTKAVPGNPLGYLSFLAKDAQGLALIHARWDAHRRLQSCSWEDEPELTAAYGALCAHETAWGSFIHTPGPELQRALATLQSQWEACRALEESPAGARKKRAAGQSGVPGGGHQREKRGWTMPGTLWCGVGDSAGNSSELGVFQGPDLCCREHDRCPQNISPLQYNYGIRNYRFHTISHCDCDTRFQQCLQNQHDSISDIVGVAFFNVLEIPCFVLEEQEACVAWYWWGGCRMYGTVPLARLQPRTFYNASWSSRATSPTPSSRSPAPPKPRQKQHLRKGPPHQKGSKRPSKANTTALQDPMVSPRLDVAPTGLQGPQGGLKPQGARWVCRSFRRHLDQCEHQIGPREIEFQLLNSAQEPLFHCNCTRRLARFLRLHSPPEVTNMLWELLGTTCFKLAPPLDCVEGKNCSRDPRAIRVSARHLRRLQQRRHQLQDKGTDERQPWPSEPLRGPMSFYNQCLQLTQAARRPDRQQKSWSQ
# ADAM10 inh – human ADAM10 inhibitors, primary screen, biochemical, QFRET, HTS. recombinant ADAM10, EDANS/DABCYL FRET peptide cleavage, 3 h. actives 0.62% (n = 370,000). inhibition, % at 7 µM;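 active means inhibition above a per-campaign cutoff equal to the mean of compounds falling between control-based bounds plus 3 SD, cut at about 20% in these data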;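 further: 0% = DMSO wells while the 100% control is not disclosed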
# Target sequence (O14672 214-748 limits assumed): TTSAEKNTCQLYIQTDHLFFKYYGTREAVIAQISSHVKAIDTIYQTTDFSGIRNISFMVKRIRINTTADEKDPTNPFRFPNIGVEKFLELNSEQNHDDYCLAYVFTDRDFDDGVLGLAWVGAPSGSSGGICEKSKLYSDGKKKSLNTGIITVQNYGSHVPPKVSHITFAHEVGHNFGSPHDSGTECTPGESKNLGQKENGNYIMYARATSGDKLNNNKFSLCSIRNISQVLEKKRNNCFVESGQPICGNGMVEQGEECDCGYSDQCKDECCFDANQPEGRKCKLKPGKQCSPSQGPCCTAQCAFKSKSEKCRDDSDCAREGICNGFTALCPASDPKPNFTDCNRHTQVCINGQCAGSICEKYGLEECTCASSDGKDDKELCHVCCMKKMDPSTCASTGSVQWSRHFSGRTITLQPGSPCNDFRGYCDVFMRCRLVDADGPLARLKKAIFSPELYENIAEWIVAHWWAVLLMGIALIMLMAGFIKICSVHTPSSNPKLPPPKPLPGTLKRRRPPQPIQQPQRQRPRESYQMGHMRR
# DAX1 inh-2 – DAX1 (NR0B1) inhibitors, primary screen, cell-based, HEK293, Gal4-DAX1, luciferase luminescence; HEK293 Gal4-DAX1 luciferase reporter; inhibition, % at 6.75 µM; actives 0.99% (n = 340,000); AID 504766, 2011;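 active means inhibition above the mean over all tested compounds plus 3 SD, cut at about 4.2% in these data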;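 further: 0% = DAX1-transfected cells with DMSO and 100% = empty-vector control cells with DMSO; inhibition shows as a rise in luminescence from relieved DAX1 repression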
# GAA850 FXN act – FXN promoter activators, primary screen, cell-based, luciferase luminescence, HEK293 lucGAA850 | HEK293 lucGAA850 FXN promoter luciferase reporter, 24 h; percent of 10 µM SAHA response | activation, % at 6 µM | actives 0.56% (n = 360,000) | AID 540364, 2011;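 active means activation above the average of all compounds screened plus 3 SD, cutoff fixed separately per campaign, cut at about 7.5% in these data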;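 further: 0% = DMSO wells and 100% = 10 µM SAHA wells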
# * marks the source's active call; other numbers are inactive results; i = inactive; / = no result given.
SMILES,DAX1 inh-1,GC-A act,hcDAF12 agonist,SMARCA2 act,hgDAF-12 ag,ssDAF-12 act,GC-B act,sPLA2-III inh,ADAM10 inh,DAX1 inh-2,GAA850 FXN act
CCOc1ccc(NC(=O)NC2(C(=O)NCc3ccco3)CCCCC2)cc1,-0.1,0.9,-2.2,-0.3,0.6,-1.1,0.5,3.3,-70.9,-0.9,1.0
O=C(Nc1ccccc1O)c1csc2c1CCCC2,1.6,1.3,7.4*,-1.3,16.4*,0.7,-5.0,-65.2,8.4,1.6,10.9*
O=C(NCc1ccc2c(c1)OCO2)c1ccc(-c2ccc(Cl)cc2)o1,0.4,10.4,1.0,-1.2,5.3,-1.2,6.9,-12.8,9.8,0.3,-0.1
CC(C(=O)N1CCN(Cc2ccccc2)CC1)n1ncn2cccc2c1=O (stereo not given),0.4,-0.9,-0.3,5.6,-3.4,-0.7,1.4,6.0,-4.7,0.3,0.0
OCC1OC(n2ccc3c(NO)ncnc32)C(O)C1O (stereo not given),-5.2,-3.2,1.1,-8.6,-3.9,-2.1,5.1,-3.9,-11.7,-3.1,-15.0
O=C(/C=C\Nc1ccccc1Br)c1ccc2c(c1)OCO2,5.3*,3.5,9.4*,-2.5,16.6*,0.7,-4.7,-28.1,-0.8,-4.6,-2.6
CC#CC(=O)N1CCC(CCC(=O)N(C)Cc2ccccc2)CC1,-0.6,-4.1,-2.9,-4.6,-2.5,-1.7,2.6,6.3,-8.1,-3.3,1.6
O=C(Nc1nc(-c2cccs2)cs1)c1ccc(Cl)cc1,-0.5,1.2,-0.7,-0.1,0.6,-0.7,1.7,3.6,4.1,-1.3,-0.3
Cc1ccc(S(=O)(=O)NCCCn2ccnc2)cc1,-0.5,3.0,2.0,0.9,3.6,-1.0,-0.9,-2.0,-6.5,1.3,1.6
Cc1cc(C)cc(OCc2nnc(SCC(=O)OC3CCCCC3)o2)c1,-0.4,31.8,0.8,-2.2,0.4,-1.1,-0.1,2.9,-1.9,2.1,0.2
CC(C)(C)NC(=O)CSc1nc2[nH]ncc2c(=O)[nH]1,0.5,1.0,0.8,-2.6,-0.9,-0.6,5.7,-3.0,-7.6,1.4,0.8
O=C(c1ccccc1)n1ccn(-c2ccccc2)c1=S,-0.9,3.9,0.3,-1.4,0.9,-1.6,-4.5,-4.7,-0.3,0.4,-1.2
COc1cccc(-c2cc(C(=O)Nc3nc4ccccc4s3)c3ccccc3n2)c1,-0.7,4.1,2.1,-0.9,1.1,0.2,2.1,-10.2,-3.0,-1.6,-0.6
COc1cccc(CNC(=O)c2nnn(CC(=O)Nc3cc(C)ccc3C)c2N)c1,0.2,3.0,0.1,-3.3,-1.1,-1.0,-1.9,1.8,-3.1,0.2,0.1
O=C(NCCn1cccn1)C1CCC(=O)N(CCc2cccc(F)c2)C1 (stereo not given),0.5,0.9,-1.3,0.1,-0.1,-0.5,0.1,7.9,-6.0,2.7,1.6
COCCNC(=O)c1cccc(C)c1[N+](=O)[O-],-0.3,2.6,0.9,-0.3,1.0,-1.1,5.3,4.4,1.7,0.0,1.1
COc1ccc(C(=O)N/N=C(\CCC(=O)O)c2ccc(C(C)(C)C)cc2)cc1OC,0.3,-3.8,1.0,-4.0,0.7,-2.1,3.6,8.5,-0.1,1.8,-1.0
CC1=C(C(=O)OC2CCCCC2)C(c2ccc(F)cc2)NC(=O)N1 (stereo not given),0.1,-33.8,-2.9,-3.3,0.9,-1.4,4.6,-0.4,11.1,-0.3,0.7
O=C(NC1CC2CCC(C1)N2Cc1ccccc1)c1cccc(F)c1 (stereo not given),-0.1,-8.6,-2.0,1.1,3.1,-0.3,-2.9,-2.5,-1.3,0.0,-0.3
Fc1ccc(C(c2nnnn2Cc2ccccc2)N2CCSCC2)cc1 (stereo not given),0.0,-3.5,1.1,7.5,-1.0,-1.7,4.4,-0.6,-2.8,0.9,-0.1

SMILES,DAX1 inh-1,GC-A act,hcDAF12 agonist,SMARCA2 act,hgDAF-12 ag,ssDAF-12 act,GC-B act,sPLA2-III inh,ADAM10 inh,DAX1 inh-2,GAA850 FXN act
CN(C(=O)COC(=O)CNC(=O)C1CCCCC1)c1ccccc1,-0.4,-5.0,0.4,2.2,-4.3,-1.6,0.6,13.8,-13.1,0.2,2.3
CC(=O)N1N=C(c2ccc(C(C)(C)C)cc2)OC1(C)C,0.2,0.1,-1.2,-3.1,-1.6,-1.2,-2.6,20.3*,-5.9,0.8,-1.5
O=C(CSc1ccc2nnc(-c3cccnc3)n2n1)NCc1ccco1,0.4,2.1,0.0,1.0,0.0,-1.2,-0.3,12.5,-61.3,0.0,-0.4
CCc1noc(C)c1C(=O)N1CCCC(C(=O)c2cc(F)ccc2F)C1 (stereo not given),-0.7,-2.9,-3.9,1.0,-0.4,-2.2,2.6,9.7,-1.3,0.4,1.8
Brc1ccc(CSc2nnc(-c3cccnc3)o2)cc1,-1.4,0.1,0.3,0.7,1.0,-1.7,-1.6,-4.8,-3.0,-1.4,-0.1
Cc1csc(NC(=O)Cc2ccc(F)cc2)n1,0.6,-5.3,3.1,2.4,4.9,0.1,5.1,-0.9,4.8,2.1,1.9
CC(C)Oc1ccc(CNC(=O)C2CCCN(S(=O)(=O)N3CCOCC3)C2)cc1 (stereo not given),-0.1,0.6,0.7,-2.2,-1.2,-1.3,-4.7,2.7,-8.8,0.0,-0.5
Cn1c(=O)c(C(=O)COC(=O)c2cc(C(F)(F)F)nc3c(C(F)(F)F)cccc23)c(N)n(CC2CC2)c1=O,0.3,1.2,-1.1,0.1,2.3,-1.2,7.4,6.0,-3.5,/,/
CN(Cc1ccccc1)C(=S)NC(=O)C1CCCCC1,0.5,5.0,1.2,0.7,0.3,-0.4,-0.9,10.8,5.4,-0.7,1.2
COC(=O)c1cccc(N(CC(=O)NC2CCCC2)C(=O)CNC(=O)c2cccs2)c1,-0.1,0.7,-3.0,-2.6,0.0,-1.6,-0.9,2.0,-6.9,0.4,-1.1
CCN=C1S/C(=C\c2cc(Br)c(O)c(OC)c2)C(=O)N1CC,0.2,5.5,-2.5,7.7,2.6,-1.4,-1.9,9.2,11.1,-1.3,3.1
CCOC(=O)[C@@H]1[C@H]2COc3cc(OC)ccc3[C@@H]2N2C(=O)N(c3cccc(C)c3)C(=O)[C@@]12C,-1.2,-7.0,1.0,1.0,-0.1,-0.7,-8.8,0.6,5.6,-0.3,0.7
COc1cc(OC)cc(-c2c(C#Cc3ccsc3)c3cc(-c4cnc(OC)nc4)ccc3n2C)c1,0.2,0.3,-1.7,-0.7,2.0,-1.4,-0.7,6.8,-32.7,0.8,-0.2
CCc1nnc(NS(=O)(=O)c2ccc(NS(=O)(=O)c3ccccc3[N+](=O)[O-])cc2)s1,-0.1,2.0,-1.5,3.0,-2.2,-0.3,3.2,-20.2,-1.0,-1.1,1.2
O=C(N/N=C/c1ccc([N+](=O)[O-])o1)c1cc(-c2ccncc2)nc2ccccc12,-2.7,-5.4,0.6,1.3,2.9,-1.5,-3.5,-3.0,-7.1,-2.3,-0.9
CSc1ccc(/C=N/n2nnnc2N)cc1,0.6,-0.5,2.1,1.6,4.7,-1.6,0.4,-2.7,i,3.0,2.0
Cc1cccc(OCC(=O)NCC(=O)N/N=C/c2cc(Br)cc(Br)c2O)c1,-0.3,-6.6,-1.1,-3.9,1.1,-0.1,-10.7,6.3,-11.3,0.4,-3.1
COc1ccc2oc(=O)c(-c3nc(C)cs3)cc2c1,0.7,0.2,2.7,4.5,7.4,-0.3,6.2,-2.7,-245.2,0.6,3.8
CC(=O)c1ccc(Nc2cc(C)nc3nc(C)nn23)cc1,0.9,0.7,-1.4,-0.2,2.2,-0.8,1.7,0.5,-12.4,0.7,-1.0
CCOC(=O)N1CCN(S(=O)(=O)c2cc3c(cc2C)NC(=O)CO3)CC1,0.2,/,-0.5,-2.2,0.6,-0.5,/,1.2,-6.1,0.1,-1.0

SMILES,DAX1 inh-1,GC-A act,hcDAF12 agonist,SMARCA2 act,hgDAF-12 ag,ssDAF-12 act,GC-B act,sPLA2-III inh,ADAM10 inh,DAX1 inh-2,GAA850 FXN act
CCN(CC(=O)NC1CCS(=O)(=O)C1)S(=O)(=O)c1ccc2ccccc2c1 (stereo not given),-0.2,2.7,-0.5,-3.7,-4.0,-1.6,-1.2,3.8,-4.1,-1.0,0.9
CCN(CC)S(=O)(=O)c1ccc(OC)c(NC(=O)c2cc(C)on2)c1,-0.1,-2.4,0.0,-3.4,0.9,-1.5,4.2,3.7,-2.2,0.9,0.0
CCc1cccc(CC)c1NC(=S)N(CCN(C)C)C(C)c1cccnc1 (stereo not given),0.2,-5.4,0.2,-1.5,-0.3,-1.3,-0.8,-1.2,9.4,0.4,1.2
Cc1cc(C(=O)NC2Cc3ccccc3C2)c(C)o1,0.3,1.4,3.0,3.2,4.2,-0.3,0.0,-7.8,-2.8,2.5,2.4
CCOc1ccc(-c2nnc(SCc3nc4ccccc4[nH]3)n2N)cc1,0.7,1.7,-0.1,0.9,1.4,-0.9,5.7,3.6,0.1,-1.6,-0.2
CCOC(=O)c1ccc(N2C(=O)C3CC=C(C)CC3C2=O)cc1 (stereo not given),-0.2,-1.0,-0.3,-0.1,-0.4,-0.7,3.6,0.2,-8.9,-0.9,-0.4
COc1ccccc1C1CCCN1Cc1nc(-c2cc3c(cc2Cl)OCO3)oc1C (stereo not given),0.0,-5.0,0.3,-2.5,-1.9,-0.5,-0.7,-3.4,-3.7,0.5,0.7
Cc1cccc(N(CC(=O)NC(C)C)C(=O)CCC(=O)Nc2ccccn2)c1,0.0,-0.8,-1.4,-1.9,0.4,-1.7,-3.1,-1.7,-1.3,1.3,-0.3

# Among those listed so far, three contain a tert-butyl group.
SMILES,DAX1 inh-1,GC-A act,hcDAF12 agonist,SMARCA2 act,hgDAF-12 ag,ssDAF-12 act,GC-B act,sPLA2-III inh,ADAM10 inh,DAX1 inh-2,GAA850 FXN act
CC(C)(C)NC(=O)CSc1nc2[nH]ncc2c(=O)[nH]1,0.5,1.0,0.8,-2.6,-0.9,-0.6,5.7,-3.0,-7.6,1.4,0.8
COc1ccc(C(=O)N/N=C(\CCC(=O)O)c2ccc(C(C)(C)C)cc2)cc1OC,0.3,-3.8,1.0,-4.0,0.7,-2.1,3.6,8.5,-0.1,1.8,-1.0
CC(=O)N1N=C(c2ccc(C(C)(C)C)cc2)OC1(C)C,0.2,0.1,-1.2,-3.1,-1.6,-1.2,-2.6,20.3*,-5.9,0.8,-1.5
